PostGolgi yeast – growth inhibition of a yeast mutant, post-Golgi transport screen; post-Golgi transport phenotypic cell assay; inhibition, % at 10 µM; actives 0.9% (n = 98,000);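 also: yeast cells grown in 1536-well plates; yeast grown about 18 h at 30C before absorbance read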
CYP2C19 inh – human CYP2C19 inhibition; P33261; CYP2C19 Supersomes, luciferin-H EGE luminescence, 30 min; inhibition, % at 5 µM; actives 21% (n = 96,000);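 active = CYP2C19 inhibition above a set limit at 5 µM in the primary screen, cut at about 50% in these data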;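 also: plate controls were negative control wells for no effect and 2.5 mM tranylcypromine positive control for full effect; values of inactives mirror those of a sister screen read the other way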
sEH activator – increases human soluble epoxide hydrolase activity; purified human sEH enzymatic activity, activator screen; actives 0.04% (n = 91,000); AID 717; activation, % at 2 µM; in the data active = activation above about 37%; also: values of inactives mirror those of a sister screen read the other way
sEH inhibitor – soluble epoxide hydrolase (human) inhibition; P34913; actives 0.34% (n = 91,000); recombinant human sEH enzymatic activity assay; inhibition, % at 2 µM; in the data active = inhibition above about 80%; also: values of inactives mirror those of a sister screen read the other way; many of its hits are not listed in these tables
S1P2 agonist – agonists of human S1P2 receptor | S1P2-expressing cell line, agonist reporter read-out | O95136 | actives 0.46% (n = 97,000) | activation, % at 4.5 µM; in the data active = activation above about 16%;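 also: 0% = vehicle low control and 100% = maximal reference agonist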
Target sequence (O95136 whole entry, looked up): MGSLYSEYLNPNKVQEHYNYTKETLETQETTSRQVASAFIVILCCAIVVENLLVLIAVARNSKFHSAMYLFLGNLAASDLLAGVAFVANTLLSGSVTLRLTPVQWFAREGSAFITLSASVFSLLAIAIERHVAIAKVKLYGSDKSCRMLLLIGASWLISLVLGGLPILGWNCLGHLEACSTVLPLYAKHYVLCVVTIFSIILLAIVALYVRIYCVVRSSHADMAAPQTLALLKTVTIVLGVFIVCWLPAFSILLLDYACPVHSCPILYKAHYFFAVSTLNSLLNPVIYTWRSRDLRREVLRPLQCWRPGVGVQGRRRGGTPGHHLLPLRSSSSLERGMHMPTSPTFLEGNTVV
S1P2 blocker – blocks the human S1P2 receptor. O95136. cell-based S1P2 antagonist assay, inhibition at 5 uM. inhibition, % at 5 µM. actives 0.21% (n = 97,000). AID 736; in the data active = inhibition above about 45%;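 also: CRE beta-lactamase reporter cells expressing human S1P2 stimulated with S1P; 0% = agonist at EC80 alone and 100% = agonist plus reference antagonist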
DAT uptake mod – modulates human dopamine transporter uptake under cocaine. actives 1.3% (n = 110,000). B-score at 10 µM. Q01959. LLC-PK1 hDAT cells, [14C]-dopamine uptake with cocaine IC80; actives deviate in either direction;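 active = Z score or B-score, a plate-position-corrected score, falls beyond the plate's 99.7% confidence bounds, in either direction; inactive = both scores lie inside the 99.7% bounds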;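 also: scored against the spread of the other compound wells on the same plate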
Target sequence (Q01959 whole entry, looked up): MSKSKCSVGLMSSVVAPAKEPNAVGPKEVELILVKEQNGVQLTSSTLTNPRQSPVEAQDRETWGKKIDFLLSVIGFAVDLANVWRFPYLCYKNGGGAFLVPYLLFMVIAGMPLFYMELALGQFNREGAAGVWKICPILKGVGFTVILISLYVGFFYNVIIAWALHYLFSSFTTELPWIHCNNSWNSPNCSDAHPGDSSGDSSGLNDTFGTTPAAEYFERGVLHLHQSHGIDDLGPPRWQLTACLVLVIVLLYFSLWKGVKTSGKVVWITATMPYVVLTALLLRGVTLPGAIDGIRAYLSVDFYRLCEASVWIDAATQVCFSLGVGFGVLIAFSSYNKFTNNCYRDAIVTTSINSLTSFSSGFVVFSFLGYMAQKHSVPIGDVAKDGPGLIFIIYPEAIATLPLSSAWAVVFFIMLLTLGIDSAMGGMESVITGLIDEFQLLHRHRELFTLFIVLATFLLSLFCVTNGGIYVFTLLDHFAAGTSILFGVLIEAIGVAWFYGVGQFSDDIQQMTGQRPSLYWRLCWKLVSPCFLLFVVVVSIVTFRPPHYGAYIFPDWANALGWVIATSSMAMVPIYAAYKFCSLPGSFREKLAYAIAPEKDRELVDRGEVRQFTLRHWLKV
PostGolgi ctrl – inhibits growth of the yeast control strain; inhibition, % at 10 µM; actives 5% (n = 98,000); efflux-deficient yeast background strain, growth absorbance A615, 16 h
CYP2C19 activ – cytochrome P450 2C19 (human) activation; AID 1025; P33261; activation factor at 5 µM; 96,000 tested, under 10 active; recombinant CYP2C19, luciferin-H EGE luminescence; active compounds read high; 0 = fully inhibited enzyme, 1 = untreated enzyme;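 active = activation factor of at least 2 at 5 µM in the primary screen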;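 also: 0 = wells with 2.5 mM tranylcypromine and 1 = vehicle-only wells; values of inactives mirror those of a sister screen read the other way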
Numbers without * were called inactive; . = not tested or not shown. Rule as the data show it, unless noted: active = inhibition above about 30%; inactive = the rest.

SMILES	S1P2 blocker	CYP2C19 inh	sEH inhibitor	S1P2 agonist	CYP2C19 activ	DAT uptake mod	sEH activator	PostGolgi yeast	PostGolgi ctrl
Cc1ccc(S(=O)(=O)NC(=O)NCc2ccc3c(c2)OCO3)cc1	16	-17	-7	-5	1.2	0.73	5	-5	20
COc1cc(C2NC(=O)C(C#N)=C(S)N2c2ccccc2)ccc1OC(C)C (centres undefined)	-45	.	2	-7	.	0.017	3	.	.
COC(=O)CSc1nnc(Cc2ccccc2)n1-c1ccc(C)cc1	-19	.	-5	-1	.	-0.99	11	.	.
CCOCCCn1c(C)nc2c(c1=O)c1nc3ccccc3nc1n2-c1ccc(C)cc1	15	-13	.	-4	1.1	-1.8	.	11	4
CCCOC(=O)C1C2C=CC(C3CC23)C1C(=O)OCC(=O)c1ccccc1 (centres undefined)	-12	91*	16	-3	0.1	0.0037	-14	-3	4
COC(=O)c1ccc(NC(=O)CCN2CCN(Cc3ccccc3)CC2)cc1	10	.	-7	-1	.	-0.64	10	.	.
COc1cccc(C(=O)CSc2nc3cccnc3n2C)c1	-6	.	6	-5	.	0.067	-4	.	.
Cc1cnn(-c2cc(N/N=C/c3ccccc3F)ncn2)c1	11	-3	-3	-4	1	.	6	-7	-10
O=C(COc1ccc(Cl)cc1)NCc1nnc(SCC(=O)NC2CCCCC2)o1	4	16	24	-8	0.8	0.93	-21	5	5
Cc1ccc2c([N+](=O)[O-])c(C)ccc2n1	9	10	-4	-5	0.9	0.24	2	-9	10
CCN(CC)CCn1c(NCc2cccc(OC)c2)nc2ccccc21	12	32	-4	-6	0.7	2.3	6	5	-3
Cc1cccc(NC(=O)c2ccccc2NC(=O)Cc2ccccc2)c1C	-5	.	19	-11	.	1.2	-18	0	11
O=C(c1ccc(Br)cc1)c1cc([N+](=O)[O-])ccc1N1CCCCC1	7	65*	-2	-3	0.4	-1.2	2	2	15
CCOc1ccccc1OCC(=O)NCc1ccco1	-5	65*	-5	-3	0.3	0.47	8	9	6
CC1CCN(C(=O)c2cc3nc(C4CC4)cc(C(F)(F)F)n3n2)CC1	-9	.	0	-3	.	1.3	6	.	.
Cc1cc(NC(=O)c2cc3n(n2)C(C(F)(F)F)CC(c2ccco2)N3)n(-c2ccccc2)n1 (centres undefined)	-4	34	23	-2	0.7	-0.17	-18	-12	7
COc1cccc(N2C(=O)CC(N3CCC(c4nc5ccccc5[nH]4)CC3)C2=O)c1 (centres undefined)	4	-1	10	-8	1	-0.22	-10	0	-7
CC(C)(C)C(=O)CNS(=O)(=O)c1ccc(S(=O)(=O)NC2CCCC2)cc1	-6	89*	-16	-5	0.1	0.28	18	2	1
Cc1ccc(NC(=O)CC2SC3=NCCN3C2=O)cc1 (centres undefined)	-4	.	8	-7	.	1	-8	-4	7
CCc1c(O)cc2n(c1=O)-c1ccccc1C2(C)C	-12	.	-4	-1	.	-0.91	4	.	.
O=C(CNS(=O)(=O)c1ccc(F)cc1)Nc1ccc(C(F)(F)F)cc1	-12	65*	2	-5	0.4	-0.16	-5	3	5
CCCn1nc(NC(=O)c2ccccn2)c2cc3cc(C)ccc3nc21	-32	-6	-1	13	1.1	0.38	1	9	-13
C/C(Cl)=C\Cn1c(Nc2ccc(C)cc2)nc2c1c(=O)n(C)c(=O)n2C	2	4	0	-1	1	1.4	0	-6	9
COC(=O)NNC(=S)Nc1cc(OC)ccc1OC	-22	6	7	-2	0.9	0.67	-6	-5	-10
O=C1OC(NC(=O)c2ccccc2)C(n2cc(CO)nn2)=C1Cl (centres undefined)	24	13	2	-11	0.9	-0.22	-1	-1	-3
CCOC(=O)c1cc(-c2ccccc2)n(CC(=O)N2CCCC2)c1C	-4	10	-7	-3	0.9	.	3	9	13
COc1ccc(CNC(=O)CN(c2cc(C)cc(C)c2)S(=O)(=O)c2c(C)noc2C)cc1	17	37	8	0	0.6	0.14	-6	-7	21
CCOc1ccc(OCC)c(NC(=O)c2ccc(CNc3c(N4CCOCC4)c(=O)c3=O)cc2)c1	13	21	-5	-5	0.8	0.88	3	5	1
COc1ccc2[nH]c(=O)c(CN(C(=O)NC3CCCCC3)C3CCCCC3)cc2c1	.	4	.	.	1	0.054	.	2	12
OCc1nc2ccccc2n1C/C=C/c1ccccc1	-26	92*	-2	-6	0.1	0.63	1	1	2
O=S1(=O)CCN=C2SC3=C(CCCC3)N21	6	45	8	-3	0.6	0.14	-8	15	-4
COc1ccc(/C=N/n2cc(-c3ccccc3)nc2N)cc1	.	0	.	.	1	1.2	.	10	14
CC(C)(C)c1ccc(C(=O)Nc2nonc2-c2nc3ccccc3[nH]2)cc1	-106	14	-1	2	0.9	-0.011	6	-5	6
COc1ccc(/C=C2\OC(=S)N(C)C2=O)cc1	-5	.	2	-4	.	-0.94	-4	.	.
CCCCCOc1ccc(CSC(=N)N)cc1[N+](=O)[O-]	14	37	-14	2	0.6	1.2	15	-3	6
CCc1ccc(NC(=O)C2CC(=O)N(C(C)C)C2)cc1 (centres undefined)	23	-14	-5	-13	1.1	-0.32	3	3	0
O=C(c1ccco1)N1CCN(S(=O)(=O)c2ccc3c(c2)CCN3C(=O)C2CCC2)CC1	-1	.	10	-9	.	0.89	-10	0	8
COc1ccc(N2C(=O)C3CCCN3C2c2cccc(F)c2)cc1Cl (centres undefined)	-4	8	.	-2	0.9	0.026	.	1	-1
COc1ccc(CCN(C(=O)c2ccccc2)C2=CC3CCC(C2)N3C)cc1OC (centres undefined)	-3	8	-7	1	0.9	1.2	5	0	-4
Cc1cc(NC(=O)CSc2nnc(C)c(=O)[nH]2)no1	.	2	-7	.	1	-0.51	11	3	6
O=C(Nc1nc(-c2ccc(S(=O)(=O)N3CCCCCC3)cc2)cs1)c1ccccc1	2	24	-11	-1	0.8	-0.088	13	-18	4
CCN(CC)S(=O)(=O)c1cc(Br)c(C)cc1OC	-36	41	-1	-4	0.6	-0.53	2	-14	33*
Cc1[nH]c2ccccc2c1C(=O)CN1CCC(C(N)=O)(N2CCCCC2)CC1	-9	-13	.	-6	1.1	0.13	.	16	-7
C=CCNC(=O)CCCCC(=O)NCC=C	16	-1	8	-6	1	0.0025	-8	0	0
O=C(NC1CCCCC1)c1ccc(S(=O)(=O)NCc2cccnc2)cc1	3	1	.	-4	1	0.21	.	8	-7
CSc1ccc(S(=O)(=O)Nc2ccc3c4c(cccc24)CC3)cc1	17	98*	-6	-3	0	-0.54	6	23	66*
Cc1ccccc1-n1nc2c(c1NC(=O)c1cc3ccccc3oc1=O)CS(=O)C2 (centres undefined)	-19	14	16	7	0.9	0.63	-16	0	11
CCCc1cc(=O)n2[nH]c(NCc3ccc(Cl)cc3Cl)nc2n1	-2	6	-6	-6	0.9	1.5	8	-1	-4
O=C(NCCc1csc(-c2cccnc2)n1)c1ccc(Br)o1	.	52*	.	.	0.5	0.011	.	-4	1
CCOC(=O)N1CCN(S(=O)(=O)c2ccc(C(=O)Nc3nc4c(s3)CC(C)CC4)cc2)CC1 (centres undefined)	16	-8	-7	-10	1.1	.	6	4	19
CC(C)CN1C(=O)CC(Sc2ccccc2C(=O)O)C1=O (centres undefined)	-16	-4	-9	-4	1	-0.14	7	1	8
Cc1[nH]c2ccccc2c1C(=O)COC(=O)C1CC(=O)N(Cc2ccco2)C1 (centres undefined)	25	56*	3	-17	0.4	0.95	-2	-1	6
Cc1oc2ccc(OCC(N)=O)cc2c1C(=O)OC(C)C	-5	28	-1	-2	0.7	-0.43	0	-9	7
CCCC(=O)O[C@@H]1C[C@@H](C)N(C(=O)c2ccccc2)c2ccc(C)cc21	-3	33	8	-1	0.7	-0.14	-4	4	9
CC1CCN(CCCCOc2ccc([N+](=O)[O-])cc2)CC1	11	-5	-7	-7	1.1	.	9	2	5
Cc1cc(C(=O)CSc2nnc(-c3cccnc3)n2-c2ccccc2)c(C)n1CC1CCCO1 (centres undefined)	0	21	5	-2	0.8	0.35	-7	-6	-3
O=S(=O)(c1ccc2c(c1)OCCO2)N1CCC(c2nc3ccccc3s2)CC1	4	8	10	-3	0.9	0.033	-10	-3	3
CN1C(=O)CC(N2CCN(CC(=O)N3CCCC3)CC2)C1=O (centres undefined)	4	0	7	-4	1	-0.34	-7	1	11
Cc1ccc(CNC(=O)CCCn2c(=O)[nH]c3ccccc3c2=O)cc1	7	5	5	-3	0.9	0.022	-4	1	-1
Cc1cc(=O)[nH]c(-n2[nH]c3c(c2=O)CCCC3)n1	15	11	7	-3	0.9	-0.26	-6	5	-1

Next compounds
SMILES	S1P2 blocker	CYP2C19 inh	sEH inhibitor	S1P2 agonist	CYP2C19 activ	DAT uptake mod	sEH activator	PostGolgi yeast	PostGolgi ctrl
Fc1ccc(CSc2ncnc3sc4c(c23)CCCC4)cc1	11	28	-4	-1	0.7	-0.062	3	5	11
CC1CCN(C(C(=O)Nc2ccc3c(c2)OCO3)c2ccccc2)CC1 (centres undefined)	.	73*	-12	.	0.3	-1.4	17	-1	5
CCC(=O)Oc1ccc(C2N(C(=O)CC)CCN2S(=O)(=O)c2ccc(C)cc2)cc1OC (centres undefined)	12	20	-11	-3	0.8	0.012	11	3	5
CCOC(=O)c1cc(C)sc1NC(=O)c1ccc(Cl)s1	3	7	4	-10	0.9	0.86	-2	-3	8
CCOC(=O)CP(=O)(c1ccccc1)c1ccccc1	0	16	12	-2	0.8	-0.77	-12	0	3
CCOc1ccc(Br)cc1-c1noc(-c2cccs2)n1	-21	5	-4	-3	1	-0.3	10	-5	12
N/C(Cc1ccc([N+](=O)[O-])cc1)=N\OC(=O)COc1ccc2ccccc2c1	17	4	-5	-4	1	0.28	2	4	19
COc1ccc(C(=O)NCC(=O)Nc2ccc(F)cc2)cc1OC	-11	-9	-7	-1	1.1	-0.59	11	-1	2
O=C(Nc1ccccc1Cl)c1cccs1	8	-10	-6	-5	1.1	-0.77	5	-4	20
COc1ccc(CNC(C)(C)C)cc1Cl	-2	-6	6	-4	1.1	0.015	-4	-18	23
COc1cc(C(=O)N2CCN(C(=O)c3ccco3)CC2)cc(OC)c1OC	1	0	4	-4	1	0.016	-3	-4	1
Cc1ccc(N(C=NC#N)CC(=O)N2CCN(c3ccccc3)CC2)cc1	12	23	10	-7	0.8	0.2	-9	-4	1

Three compounds from above, sorted by SMILES length, lowest first.
SMILES	S1P2 blocker	CYP2C19 inh	sEH inhibitor	S1P2 agonist	CYP2C19 activ	DAT uptake mod	sEH activator	PostGolgi yeast	PostGolgi ctrl
O=C(Nc1ccccc1Cl)c1cccs1	8	-10	-6	-5	1.1	-0.77	5	-4	20
CCOc1ccc(Br)cc1-c1noc(-c2cccs2)n1	-21	5	-4	-3	1	-0.3	10	-5	12
Cc1ccc(N(C=NC#N)CC(=O)N2CCN(c3ccccc3)CC2)cc1	12	23	10	-7	0.8	0.2	-9	-4	1

Following part
SMILES	S1P2 blocker	CYP2C19 inh	sEH inhibitor	S1P2 agonist	CYP2C19 activ	DAT uptake mod	sEH activator	PostGolgi yeast	PostGolgi ctrl
Cc1ccc(C(CC(=O)N2CCOCC2)c2ccco2)cc1 (centres undefined)	-5	84*	-5	-1	0.2	-0.32	5	-6	11
O=C(O)c1ccc2cccc(Cl)c2c1O	4	-11	5	-4	1.1	1	-3	-2	6
Cc1ccc(NC(=O)CN(C)c2ccc(S(=O)(=O)N3CCN(C)CC3)cn2)cc1	-26	29	-7	-5	0.7	-0.089	10	2	5
Cc1c(NC(=O)C(C)c2ccc(CC(C)C)cc2)c(=O)n(-c2ccccc2)n1C (centres undefined)	8	2	-11	0	1	-0.098	10	3	13
COC(=O)c1ccccc1NC(=O)C1CCCCC1C(=O)O (centres undefined)	5	-8	-10	0	1.1	0.69	8	-3	0
CCn1c(CNC(=O)c2ccc(OC)cc2)nnc1SCC(=O)c1ccccc1	7	8	19	-4	0.9	1.6	-17	2	-1

Bioassay records deposited in PubChem BioAssay by several laboratories.
